Assay outcomes deposited in PubChem BioAssay by Broad Institute.
EWS-Fli inh: EWS/Fli-driven NR0B1 reporter inhibitors, primary screen, A673 cells, NR0B1 luciferase, luminescence, MLPCN library; viability-normalised; inhibition, % at 12.6 µM; 350,000 compounds, 0.67% hits;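 active means mean inhibition of at least 50% after viability correction, with every replicate also passing that limit; inconclusive means mean reaches 50% but only one of two replicates passes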;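 further: firefly luciferase signal divided by Alamar Blue viability fluorescence both relative to DMSO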
LGR2 antag: inhibitors of bursicon-induced LGR2 CRE-luciferase signal, primary screen, cell-based, HEK293, CRE-luciferase reporter, bursicon stimulation; Drosophila bursicon receptor LGR2 (rickets); bursicon-stimulated, 4 h; inhibition, % at 9.99 µM; 380,000 compounds, 0.35% hits;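 active means drop in luminescence signal, shown as inhibition above about 50% in the replicate tests, limit read from the data, passing the limit was not always enough; inconclusive means probably only some replicates passing the limit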;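 further: agonist challenge used bursicon conditioned medium at about half maximal strength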
S100A4 inh HTS: inhibitors of S100A4-myosin IIA peptide binding, primary screen, biochemical, fluorescence polarization, TAMRA-MyoIIA peptide; AID 652163, 2013; Protein S100-A4 (Homo sapiens), P26447; 360,000 compounds, 0.14% hits; inhibition, % at 10.7 µM;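 active means mean inhibition of at least 70% across replicates, with every replicate also reaching that level; inconclusive means mean inhibition reaches 70% but some replicates fall short; inactive means mean inhibition below 70%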
Target sequence (P26447 whole entry, looked up): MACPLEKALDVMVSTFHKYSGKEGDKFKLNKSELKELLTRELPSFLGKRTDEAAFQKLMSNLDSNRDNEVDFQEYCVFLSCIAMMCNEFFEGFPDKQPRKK
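Material: S100A4 monomer protein | Medium: HEPES pH 7.2 with CaCl2, KCl, NaCl, DTT, Triton | Reagent: Labelled myosin peptide probe, 5 nM | Doses: One dose per compound | Times: 5 min incubation before reading | Benchmarks: Neutral control DMSO, positive control TFP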
PGC1a acetyl inh: inhibitors of PGC1a acetylation signal, primary screen, cell-based, U2OS, AlphaScreen, inhibitor mode; inhibition, % at 15.6 µM; 350,000 compounds, 0.17% hits; AID 651687, 2012; AlphaScreen anti-acetyl-lysine; with virally co-expressed GCN5 acetyltransferase;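 active means every replicate shows inhibition of at least 40%; inconclusive means mean inhibition at least 40% but some replicate below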;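 further: 0% = neutral control wells and 100% = positive control wells; some results beyond the cut were filed as inactive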
PglD DTNB: C. jejuni PglD acetyltransferase inhibitors, primary screen, biochemical, DTNB colorimetric, single point; UDP-N-acetylbacillosamine N-acetyltransferase PglD (Campylobacter jejuni); purified PglD enzyme, DTNB colorimetric CoA detection; inhibition, % at 12.5 µM; 360,000 compounds, 0.098% hits; AID 602405, 2012; in the data active means inhibition above about 16%, passing the limit was not always enough; inconclusive means no clear call, values can overlap the other calls; further: strong numbers were not always called active
PAX8 reporter: inhibitors of PAX8-driven TPO luciferase reporter, primary screen, RMG-I cells, single concentration. 360,000 compounds, 1.2% hits. inhibition, % at 12.6 µM. SteadyGlo, 24 h;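 active means mean replicate inhibition at least 60% with every replicate also reaching 60%; inconclusive means only one of the two criteria is met; inactive means mean below 60% and not all replicates reaching 60%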;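 further: luciferase light reporting Pax8 driven TPO promoter activity; plate controls were median of neutral control wells for no effect and mitoxantrone controls for full effect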
ERAP1 HTS inh: human ERAP1 aminopeptidase inhibitors, primary screen, biochemical, single point, plate reader; inhibition, % at 10.7 µM; recombinant ERAP1, Leu-AMC fluorescence, 60 min; AID 652197, 2013; 340,000 compounds, 0.15% hits; Endoplasmic reticulum aminopeptidase 1 (Homo sapiens), Q9NZ08;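 active means mean replicate inhibition of at least 30%, or all replicates individually reaching that 30% level; inactive means mean below 30% and not every replicate reaching it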;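 further: 0% = neutral control wells and 100% = L-leucinethiol positive control wells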
Target sequence (Q9NZ08 whole entry, looked up): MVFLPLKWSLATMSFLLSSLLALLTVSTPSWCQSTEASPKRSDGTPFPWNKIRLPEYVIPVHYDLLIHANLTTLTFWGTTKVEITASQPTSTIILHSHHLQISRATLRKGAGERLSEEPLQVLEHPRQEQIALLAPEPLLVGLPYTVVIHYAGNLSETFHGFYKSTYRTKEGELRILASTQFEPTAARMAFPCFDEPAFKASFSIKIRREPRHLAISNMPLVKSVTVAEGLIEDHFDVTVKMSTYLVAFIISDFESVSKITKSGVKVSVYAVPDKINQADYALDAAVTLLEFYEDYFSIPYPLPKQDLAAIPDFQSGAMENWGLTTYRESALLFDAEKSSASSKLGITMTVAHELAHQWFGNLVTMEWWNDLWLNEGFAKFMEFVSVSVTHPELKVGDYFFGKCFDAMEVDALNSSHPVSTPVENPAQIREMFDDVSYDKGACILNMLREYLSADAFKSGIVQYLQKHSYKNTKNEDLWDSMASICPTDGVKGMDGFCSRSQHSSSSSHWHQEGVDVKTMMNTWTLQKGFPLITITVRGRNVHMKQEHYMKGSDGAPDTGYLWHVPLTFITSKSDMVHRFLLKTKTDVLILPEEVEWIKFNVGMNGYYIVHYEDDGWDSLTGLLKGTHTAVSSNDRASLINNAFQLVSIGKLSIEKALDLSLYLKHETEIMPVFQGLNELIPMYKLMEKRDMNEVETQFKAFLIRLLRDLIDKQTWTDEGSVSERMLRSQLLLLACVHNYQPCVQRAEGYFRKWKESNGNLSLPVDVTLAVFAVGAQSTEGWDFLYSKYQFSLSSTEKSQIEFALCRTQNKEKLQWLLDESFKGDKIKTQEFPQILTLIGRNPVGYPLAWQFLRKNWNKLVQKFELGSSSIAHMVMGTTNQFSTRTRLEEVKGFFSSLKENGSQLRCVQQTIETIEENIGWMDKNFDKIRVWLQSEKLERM
FN deposition inh: inhibitors of fibronectin matrix deposition, primary screen, AH1F cells, Alexa488-fibronectin fluorescence, plate reader; inhibition, % at 12.6 µM; AID 743247, 2014; 350,000 compounds, 0.086% hits; AH1F fibroblasts, overnight;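 active means mean inhibition across replicates of 30% or more, regardless of how many single replicates reach that level; inconclusive means mean under 30% yet at least half of replicates reach 30%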;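 further: positive control wells lacked labelled fibronectin entirely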
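Material: AH1F fibroblast monolayer depositing Alexa488-labelled fibronectin into matrix / Amount: 10000 AH1F cells per well / Signal: fluorescence 485/525 nm / Medium: DMEM, 2% serum / Compound: single dose, pinned / Incubation: 1 h cell adhesion before compound, then overnight fibronectin incubation / Reagent: Alexa488-FN, 24 nM final / Read-out: inhibition of fibronectin deposition signal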
* marks the source's active call; other numbers are inactive results; ? = inconclusive; . = not tested or not shown. An unsorted share of the library, and some 2.1% of all compounds hit somewhere here.

SMILES,PGC1a acetyl inh,FN deposition inh,ERAP1 HTS inh,PglD DTNB,PAX8 reporter,LGR2 antag,S100A4 inh HTS,EWS-Fli inh
Cc1ccnc(NC(=O)c2ccc(Cl)c(S(=O)(=O)N3CCCCC3)c2)c1,.,10.5,-2.8,1.5,-80.0,-36.5,1.5,-36.9
O=C(O)CCn1c(SCCc2ccccc2)nc2ccccc21,-1.0,-4.5,-0.8,.,5.4,.,2.3,0.7
CCO[C@@H]1OC(C(=O)N2CCN(Cc3ccc4c(c3)OCO4)CC2)=C[C@H](c2ccc(Br)cc2)[C@H]1CCCO,-14.0,3.1,0.8,-0.2,26.0,29.0,9.1,-101.9
FC(F)(F)c1cccc(-c2nc3ccccc3n2C(c2ccccc2)c2nc3ccccc3[nH]2)c1 (centres undefined),.,5.9,.,.,-68.9,-22.5,2.2,-102.0
Cc1ccc(S(=O)(=O)N(C)CC(=O)NCCc2c[nH]c3ccccc23)cc1,-18.1,2.2,4.6,-2.6,20.1,-15.8,-1.2,20.1
O=C(NNc1ccc(F)cc1F)c1c(F)cccc1Cl,3.3,-8.1,4.3,.,12.8,-3.9,-5.3,3.0
Nc1nnc(-c2ccccc2)c(-c2ccccc2)n1,13.8,3.7,.,1.5,-31.6,.,.,.
CCCc1nnc(NC(=O)CCC(=O)N2CCN(S(=O)(=O)c3ccc(OC)cc3)CC2)s1,0.9,-18.4,-5.6,3.6,-4.2,12.6,9.4,6.8
OCCC1CN(Cc2cccn2-c2ncccn2)CCN1Cc1ccccc1 (centres undefined),.,3.5,1.4,-1.7,-5.7,30.6,1.1,2.5
COc1cc(NC(=O)c2ccc3c(c2)OCCO3)ccc1NC(=O)c1ccco1,3.0,-6.3,-0.5,.,-7.0,1.4,7.9,-11.3
CCCc1cn(CC[C@H]2CC[C@H](NC(=O)CCN3CCCCC3)[C@H](CO)O2)nn1,0.1,-0.2,-4.7,-1.1,-7.0,6.9,16.0,-5.3
CCO/C=C1/C(=O)N(Cc2ccccc2)C(=O)c2ccccc21,.,-10.8,-2.9,.,4.8,-2.7,-0.6,-2.0
CSc1ccc(Cl)c(C(=O)N2CCN(CC(=O)N3CCCC3)CC2)c1,5.6,-5.8,-4.0,-0.8,6.9,-8.6,-6.3,-8.0
COc1ccc(NC(=O)NCCN2CCN(c3cc(OC)ccc3OC)CC2)cc1,9.8,2.7,0.7,-3.7,14.4,-10.4,0.7,11.7
CC(C)(C)OC(=O)N(CCc1ccccc1)Cc1cccc(OCc2cccc(NC(=O)/C=C/c3ccccc3)c2)c1,-11.3,4.1,-2.0,4.0,-13.9,-22.5,1.4,-13.5
CC(=O)Oc1ccc(S(=O)(=O)c2ccc(OC(C)=O)cc2)cc1,2.4,-6.9,1.6,1.8,-2.7,6.6,4.5,9.2
Cc1cc(-c2nc3cccnc3s2)ccc1NS(=O)(=O)c1ccc2c(c1)OCCO2,.,2.5,-3.5,0.0,-4.3,-13.1,3.5,1.7
C[C@@H]1CCCCO[C@H](CN(C)C(=O)Cc2ccccc2)[C@@H](C)CN([C@H](C)CO)C(=O)c2cc(NC(=O)Nc3ccc(F)cc3)ccc2O1,13.4,.,-4.0,1.0,-10.2,-4.3,-1.3,3.6
CCS(=O)(=O)Nc1ccc2c(c1)C(=O)N(C)C[C@@H](OC)[C@@H](C)CN(Cc1ccccn1)[C@@H](C)CO2,10.4,-18.5,-1.7,.,.,16.7,?,-4.5
C[C@H](NC(=O)[C@H]1N2C(=O)c3ccccc3C2SC1(C)C)C(=O)N1CCCCC1 (some centres undefined),6.3,0.0,-4.7,1.2,2.1,8.2,-0.2,-8.7
c1ccc(CCN(Cc2ccccc2)Cc2nc(C3CC3)no2)cc1,.,-16.8,1.3,.,-13.2,-14.0,2.7,-7.2
O=C1NC[C@H](CCCCN2C[C@H](Cc3ccccc3)N(CCC3CCCCC3)C(=O)C2=O)N(CCc2ccccc2)C1=O,.,-11.7,-0.3,.,4.0,2.3,13.0,2.4
CN(C)CC(=O)N1[C@@H]2c3ccc(-c4ccccc4)c(=O)n3C[C@H]1[C@H](CO)[C@H]2C(=O)N1CCOCC1,.,.,1.2,0.9,-11.5,-8.7,-10.7,-2.6
CCOc1cc(/C=C2\SC(=O)N(c3ccc(O)cc3)C2=O)ccc1O,-2.3,-3.7,.,.,-40.2,-0.6,7.2,20.4
CNC(=O)C[C@H]1CC[C@H]2[C@@H](COc3ccc(NC(=O)c4ccc5c(c4)OCO5)cc3C(=O)N2C)O1,0.1,0.8,.,1.4,-2.1,13.5,.,-8.8
CCCCc1c(-c2ccccc2OC)ncn1CCc1ccccc1,.,5.2,3.4,.,12.4,20.0,-6.5,18.9
COc1ccc(N2C(=O)CCC(C(=O)NCCCN3CCC(C)CC3)C2c2ccc(OC)c(OC)c2)cc1 (centres undefined),-2.1,.,-6.1,1.0,6.3,7.6,-1.2,11.1
COc1ccc(C2Nc3ccccc3C(=O)N2NS(=O)(=O)c2ccccc2)cc1OC (centres undefined),.,-2.5,-2.2,.,1.0,.,-0.8,9.8
C[C@@H]1CCCCO[C@@H](CN(C)C(=O)c2ccccc2)[C@H](C)CN([C@@H](C)CO)C(=O)c2cc(NS(=O)(=O)c3ccc(Cl)cc3)ccc2O1,-7.7,0.7,-0.6,0.5,-3.7,1.0,0.7,3.7
O=C(c1ccccc1F)N1CCCC(N2CCN(Cc3ccc4c(c3)OCO4)CC2)C1 (centres undefined),10.9,0.4,-3.9,0.2,9.0,-29.8,-11.2,0.4

The listing continues:
SMILES,PGC1a acetyl inh,FN deposition inh,ERAP1 HTS inh,PglD DTNB,PAX8 reporter,LGR2 antag,S100A4 inh HTS,EWS-Fli inh
N=c1sccn1CC(=O)Nc1ccc(Cl)cc1[N+](=O)[O-],-1.5,2.3,1.2,-4.5,5.7,-8.5,-6.0,-6.7
COc1ccc2c(C)cc(N3CCCCCC3)nc2c1,5.1,6.4,-0.7,.,-25.5,7.0,-2.1,-7.3
CCOC(=O)[C@H]1[C@H]2COc3ccccc3[C@@H]2N2C(=O)[C@@H](C)NC(=O)[C@@]12C,-7.1,-4.2,.,-2.7,-4.8,-19.2,.,-7.2
C[C@H]1CN([C@@H](C)CO)C(=O)c2cccc(NC(=O)NC3CCCCC3)c2O[C@H]1CN(C)C(=O)Nc1ccc(F)cc1,-5.1,.,-2.4,-1.7,-20.8,14.0,16.7,25.9
Cc1ccsc1/C=N/n1c(-c2cc(-c3ccccc3)n[nH]2)n[nH]c1=S,3.0,-7.3,.,.,8.9,-3.2,4.9,0.2
COc1cc(/C=N/NS(=O)(=O)c2ccccc2)c(OC)c(OC)c1,-4.6,12.6,-0.6,1.5,6.5,-0.7,4.0,6.6
C=C(C)[C@@H]1CC=C(CN2CCC(CCOC)(C(=O)OCC)CC2)CC1,9.4,-4.2,5.3,-1.7,27.7,7.9,-0.5,11.0
Cc1ccc(-c2cnc3c(c2)C(=O)N([C@@H](C)CO)C[C@H](C)[C@H](CN(C)C(=O)CN(C)C)O3)cc1,10.2,.,.,.,-19.2,5.1,.,5.7
COc1ccc(/C=N/Nc2ncc(C(F)(F)F)cc2Cl)cc1OC,.,-0.5,2.2,.,-21.2,3.2,-7.9,-8.3
COC(=O)c1cc(C(=O)OC)cc(N2C(=O)CC(NNC(=O)c3ccccc3Br)C2=O)c1 (centres undefined),0.2,9.6,.,1.9,.,-18.2,.,.
COc1ccc(C#Cc2ccc([C@@H]3[C@@H](CO)N4CCCCN(C(=O)Nc5ccccc5F)C[C@H]34)cc2)cc1,1.8,.,-1.8,2.5,-27.9,22.7,7.6,11.3
CN1/C(=C\C(=O)COC(=O)c2ccco2)C(C)(C)c2ccccc21,.,3.2,-0.7,-9.8,27.7,18.4,-7.2,-8.6
COc1ccccc1NC(=O)N1CC(=O)N2[C@H](CO)[C@H](c3ccc(C#Cc4ccccc4)cc3)[C@H]2C1,-2.3,.,-1.8,.,-18.8,0.1,-0.5,-8.8
CC(C)(C)Nc1nc2nonc2nc1NC(C)(C)C,-6.0,.,-13.2,-4.6,.,4.5,-1.5,4.2
COc1ccc(C(=O)NC(C(=O)NCC2(N3CCCCC3)CCCCC2)C(C)C)cc1 (centres undefined),.,-15.5,-5.5,-2.0,-3.2,3.0,-21.7,3.6
C[C@H]1CN([C@@H](C)CO)S(=O)(=O)c2ccc(/C=C/c3ccccc3)cc2O[C@H]1CN(C)C(=O)C1CC1,0.3,-5.6,-1.9,-0.4,.,-21.7,-10.2,4.8
COc1ccc(NC(=O)C2CCCO2)cc1OC (centres undefined),-2.3,.,-1.6,0.0,.,1.1,-1.2,-5.9
CCN(CC)CCN1C(=O)C(=O)/C(=C(/O)c2c(C)[nH]c(C(=O)OC)c2C)C1c1cccs1 (centres undefined),-8.4,0.3,.,-3.8,-10.8,.,.,.
O=C(c1ccc2nccnc2c1)N1CCN(Cc2ccc3c(c2)OCO3)CC1,-1.5,.,2.0,2.2,.,0.7,-2.3,5.0
Cc1cc(N2CCOCC2)nc(N2CCOCC2)c1C#N,-1.5,2.4,-1.2,-4.7,-10.2,0.0,2.9,11.7
CN(C(=O)COC(=O)CNC(=O)c1sc2ccccc2c1Cl)c1ccccc1,.,-1.1,-1.6,.,29.2,0.6,-4.0,4.5
NC(=O)C1CCN(C(=O)c2ccc3nc(-c4ccccc4)c(-c4ccccc4)nc3c2)CC1,8.9,2.0,-3.4,2.1,-5.4,5.9,-2.2,-10.9
CO[C@@H]1CN(C)C(=O)c2ccc(NC(=O)c3cnccn3)cc2OC[C@@H](C)N(CC2CC2)C[C@H]1C,6.2,.,.,1.9,.,3.8,-5.1,2.8
CN1C(=O)c2cc(NC(=O)Nc3ccccc3Cl)ccc2OC[C@@H]2O[C@@H](CC(=O)NCCCN3CCOCC3)CC[C@@H]21,.,3.1,-14.1,1.2,5.8,-7.1,6.7,2.1
O=C(NC1CCCC1)N1CCCCN2[C@H](CO)[C@@H](c3ccc(-c4ccncc4)cc3)[C@H]2C1,8.0,.,-0.3,1.8,-17.3,-12.3,2.9,-3.4
Cc1cccc(C)c1N1C(=O)c2ccccc2C1=O,.,.,-0.1,.,.,4.7,2.0,0.0
COc1ccc(-c2c(N)n[nH]c2C)cc1OC,.,3.2,1.2,.,3.0,-8.4,-4.0,-2.1
COc1ccc(-c2cc3nc(C)cc(N4CCN(C(=O)c5ccco5)CC4)n3n2)cc1,5.2,-1.8,-1.8,-4.3,6.5,2.8,2.7,-4.4
COc1ccc([N+](=O)[O-])cc1NC(=O)COC(=O)c1ccccn1,-3.8,6.0,-1.7,-7.3,22.8,18.7,-4.6,-2.8
